Compound activity from PubChem BioAssay.
mHTT-CaM PPI inh = mutant huntingtin-calmodulin interaction inhibitors – biochemical, AlphaScreen, primary screen | P42858 | AID 1671202, 2021 | actives 3.6% (n = 190,000) | AlphaScreen His-mHTT/GST-CaM binding, luminescence | inhibition, % at 15 µM;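 note: 0% = both proteins with DMSO and 100% = one protein alone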
Target sequence (P42858 whole entry, looked up, stated change not applied): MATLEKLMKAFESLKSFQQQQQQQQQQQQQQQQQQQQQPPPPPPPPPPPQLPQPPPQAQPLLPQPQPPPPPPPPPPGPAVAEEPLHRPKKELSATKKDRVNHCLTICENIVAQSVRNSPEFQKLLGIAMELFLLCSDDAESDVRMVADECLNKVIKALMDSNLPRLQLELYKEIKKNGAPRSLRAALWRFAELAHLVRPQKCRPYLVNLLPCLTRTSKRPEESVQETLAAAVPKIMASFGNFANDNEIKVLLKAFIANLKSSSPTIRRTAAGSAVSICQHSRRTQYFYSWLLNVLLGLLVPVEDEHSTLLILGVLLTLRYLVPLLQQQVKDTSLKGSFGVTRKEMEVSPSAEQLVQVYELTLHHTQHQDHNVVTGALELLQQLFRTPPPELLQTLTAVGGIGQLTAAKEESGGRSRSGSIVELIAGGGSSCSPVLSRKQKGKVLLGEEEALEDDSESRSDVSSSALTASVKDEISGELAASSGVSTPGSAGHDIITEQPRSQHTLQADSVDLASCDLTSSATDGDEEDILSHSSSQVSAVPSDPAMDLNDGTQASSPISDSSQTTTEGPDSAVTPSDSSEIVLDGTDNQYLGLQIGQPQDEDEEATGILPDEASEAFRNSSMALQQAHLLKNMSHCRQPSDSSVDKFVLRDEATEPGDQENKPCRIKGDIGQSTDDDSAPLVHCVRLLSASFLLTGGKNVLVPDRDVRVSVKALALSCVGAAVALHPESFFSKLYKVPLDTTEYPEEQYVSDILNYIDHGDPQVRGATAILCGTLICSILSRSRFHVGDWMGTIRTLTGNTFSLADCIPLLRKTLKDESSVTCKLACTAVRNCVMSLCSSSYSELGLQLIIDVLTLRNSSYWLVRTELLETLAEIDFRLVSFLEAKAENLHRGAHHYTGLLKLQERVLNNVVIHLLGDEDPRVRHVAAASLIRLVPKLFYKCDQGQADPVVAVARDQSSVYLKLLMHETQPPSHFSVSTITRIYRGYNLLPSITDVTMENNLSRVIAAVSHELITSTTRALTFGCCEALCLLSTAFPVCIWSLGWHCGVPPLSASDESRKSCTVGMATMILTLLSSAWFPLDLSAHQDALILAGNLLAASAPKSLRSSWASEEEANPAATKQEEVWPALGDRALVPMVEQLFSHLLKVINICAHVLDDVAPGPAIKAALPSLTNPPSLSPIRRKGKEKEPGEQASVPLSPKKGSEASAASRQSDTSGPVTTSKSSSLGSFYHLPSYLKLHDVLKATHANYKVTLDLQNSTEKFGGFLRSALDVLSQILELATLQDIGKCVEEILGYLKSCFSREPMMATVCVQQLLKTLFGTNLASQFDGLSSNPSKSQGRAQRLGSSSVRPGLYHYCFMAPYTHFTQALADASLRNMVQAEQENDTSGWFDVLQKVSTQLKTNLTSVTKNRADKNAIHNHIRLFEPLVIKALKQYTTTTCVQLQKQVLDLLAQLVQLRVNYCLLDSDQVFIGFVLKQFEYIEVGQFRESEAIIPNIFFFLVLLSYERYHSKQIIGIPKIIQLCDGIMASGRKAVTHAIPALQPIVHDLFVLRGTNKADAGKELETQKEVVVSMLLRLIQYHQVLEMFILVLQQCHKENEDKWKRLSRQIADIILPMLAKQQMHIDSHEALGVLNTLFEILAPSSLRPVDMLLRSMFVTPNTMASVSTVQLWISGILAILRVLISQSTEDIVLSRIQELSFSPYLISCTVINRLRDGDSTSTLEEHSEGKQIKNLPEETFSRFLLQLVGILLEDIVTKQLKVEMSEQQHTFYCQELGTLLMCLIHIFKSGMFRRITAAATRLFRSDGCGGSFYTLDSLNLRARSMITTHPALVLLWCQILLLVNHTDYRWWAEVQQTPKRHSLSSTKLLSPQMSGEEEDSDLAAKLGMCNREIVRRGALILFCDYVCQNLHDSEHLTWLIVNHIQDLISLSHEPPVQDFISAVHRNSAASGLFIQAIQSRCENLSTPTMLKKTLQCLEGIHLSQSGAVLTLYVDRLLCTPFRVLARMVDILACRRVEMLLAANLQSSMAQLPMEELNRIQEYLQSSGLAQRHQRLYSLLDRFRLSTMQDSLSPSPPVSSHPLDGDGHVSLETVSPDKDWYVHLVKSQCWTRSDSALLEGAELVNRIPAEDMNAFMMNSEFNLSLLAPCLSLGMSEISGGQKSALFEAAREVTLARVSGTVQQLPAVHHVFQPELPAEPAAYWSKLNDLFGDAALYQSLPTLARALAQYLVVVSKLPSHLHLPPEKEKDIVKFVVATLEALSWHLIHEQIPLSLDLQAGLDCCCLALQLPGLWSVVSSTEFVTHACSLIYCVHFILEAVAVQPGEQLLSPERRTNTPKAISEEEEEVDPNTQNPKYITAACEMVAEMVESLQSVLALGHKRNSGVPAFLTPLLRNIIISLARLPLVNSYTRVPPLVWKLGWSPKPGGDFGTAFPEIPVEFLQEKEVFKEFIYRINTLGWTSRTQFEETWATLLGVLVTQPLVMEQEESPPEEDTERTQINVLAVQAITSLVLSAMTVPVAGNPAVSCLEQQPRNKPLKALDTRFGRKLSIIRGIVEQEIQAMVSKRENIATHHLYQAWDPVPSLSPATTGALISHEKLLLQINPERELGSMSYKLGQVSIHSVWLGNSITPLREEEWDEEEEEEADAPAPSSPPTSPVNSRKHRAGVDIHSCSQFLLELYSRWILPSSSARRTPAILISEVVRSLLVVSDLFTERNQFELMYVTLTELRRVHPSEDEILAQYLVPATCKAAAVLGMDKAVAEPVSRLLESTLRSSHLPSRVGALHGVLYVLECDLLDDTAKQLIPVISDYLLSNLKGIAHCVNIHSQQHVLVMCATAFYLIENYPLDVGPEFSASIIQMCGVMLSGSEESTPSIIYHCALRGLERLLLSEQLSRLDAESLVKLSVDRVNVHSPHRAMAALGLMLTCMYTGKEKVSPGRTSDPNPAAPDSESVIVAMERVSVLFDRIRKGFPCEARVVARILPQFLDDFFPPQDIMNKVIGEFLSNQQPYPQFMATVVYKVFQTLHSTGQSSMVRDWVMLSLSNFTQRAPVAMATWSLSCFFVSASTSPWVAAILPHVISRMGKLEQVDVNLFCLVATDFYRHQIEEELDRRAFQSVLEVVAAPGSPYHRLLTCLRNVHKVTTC
Pf apPOL inh = Pf-apPOL inhibitors, biochemical, fluorescence; Recombinant Pf-apPOL, molecular beacon fluorescence, 1.5 h; inhibition, % at 10 µM; actives 0.25% (n = 210,000); Plasmodium falciparum apicoplast DNA polymerase (apPOL); AID 1794808, 2022
* = called active by the depositor; i = inactive; x = no result given; & = joins results of further samples; ! = repeats disagree. Cut-off read from the data, not from the text of the source: active = inhibition above about 50%; inactive = the rest. Only part of the results is shown; count on the stated rates, not on these rows.

SMILES	mHTT-CaM PPI inh	Pf apPOL inh
COc1ccc(S(=O)(=O)CCC(=O)Nc2cccc(Br)c2)cc1	-8	-7
O=C(c1nc(-c2cccc(F)c2)n2c1CCCCC2)N1CCN(c2ccccn2)CC1	22	2
CCOc1ccc(NS(=O)(=O)c2cc(Br)cc3c2N(C(=O)CC)CC3)cc1	0	-4
CCN(CC)C(=O)C1CCCN(Cc2cccc(Br)c2)C1 (configuration not stated)	-1	-14
CN(C)c1ccc(NC(=O)C2C3C=CC(C3)C2C(=O)O)cc1 (configuration not stated)	22	-6
O=S1(=O)CC(N2CCSCC2)CN1Cc1cn(Cc2ccc(F)cc2)nn1 (configuration not stated)	-17	-3
CCOC(=O)c1c(C)[nH]c(C(=O)CC(=O)OC)c1C	-3	-4
COCCCNC(=O)c1ccc(-c2ccc(N3CCCCC3)nc2)cc1	5	-7
CC1CCN(C(=O)c2cc3c(s2)CCC(C(=O)NCc2ccccn2)C3)CC1 (configuration not stated)	10	-6
O=C1[C@@H]2OC[C@@H](O2)[C@@H]2[C@H]1[C@@H]1c3ccccc3C=CN1[C@H]2C(=O)C12CC3CC(CC(C3)C1)C2	49	x
CCCCNC(=O)O[C@@H]1C[C@H]2CCCC(=O)N3CC[C@@H](C1)[C@@H]23	-8	-6
CC(=O)Nc1cccc(N2CC(C(=O)Nc3cccc(C)c3)CC2=O)c1 (configuration not stated)	-1	-3
CCNC(=O)N1CCN(c2nc(C)nc(C)c2Cc2cccc(C)c2)CC1	0	-3
Cc1ccc(CN(CC(=O)N2CCC(C)CC2)S(=O)(=O)c2ccc(C)cc2)cc1	2	-8
CC(=O)c1cc2c(cc1NC(=O)CCCC(=O)O)OCO2	5	0
CN(C)n1cccc1C=NNC(=O)c1cccc(C(F)(F)F)c1	x	0
O=C(Nc1nccs1)c1ccc([N+](=O)[O-])cc1	-5	-7
O=C(Nc1cccc(NC(=O)c2ccco2)c1)c1ccc([N+](=O)[O-])cc1	0	-2
O=C(Cc1ccccc1Cl)N1CCC(CCOc2ccncc2)CC1	-3	-4
CC(C)(C)c1ccc(C(=O)NNC(=O)c2ccc(C(C)(C)C)cc2)cc1	x	6
CS(=O)(=O)Nc1ccc(C2(C(=O)NCc3ccc4c(c3)OCO4)CCCCC2)cc1	-6	-3
N#Cc1cnn(-c2ccccc2)c1NC(=O)CSc1nnc(-c2ccco2)n1-c1ccc(F)cc1	x	-5
O=c1cc(CN2CCN(c3ccccc3)CC2)nc(-c2cccnc2)[nH]1	-1	-2
COCC(=O)N1CCN(c2ccc(Cl)cc2)C(=O)C1C (configuration not stated)	-7	1

In another format: entries from further up
Results follow in this order: mHTT-CaM PPI inh, Pf apPOL inh
O=C(Nc1cccc(NC(=O)c2ccco2)c1)c1ccc([N+](=O)[O-])cc1
 : 0, -2
O=C(Cc1ccccc1Cl)N1CCC(CCOc2ccncc2)CC1
 : -3, -4
CC(C)(C)c1ccc(C(=O)NNC(=O)c2ccc(C(C)(C)C)cc2)cc1
 : x, 6
CS(=O)(=O)Nc1ccc(C2(C(=O)NCc3ccc4c(c3)OCO4)CCCCC2)cc1
 : -6, -3
N#Cc1cnn(-c2ccccc2)c1NC(=O)CSc1nnc(-c2ccco2)n1-c1ccc(F)cc1
 : x, -5
O=c1cc(CN2CCN(c3ccccc3)CC2)nc(-c2cccnc2)[nH]1
 : -1, -2
COCC(=O)N1CCN(c2ccc(Cl)cc2)C(=O)C1C (configuration not stated)
 : -7, 1

Remaining list, next part:
SMILES	mHTT-CaM PPI inh	Pf apPOL inh
CC1CCCC(C)N1CC(O)COc1ccc(N=Cc2ccccc2)cc1 (configuration not stated)	15	-17
COc1ccc(C2=C(Nc3ccc(C(N)=O)cc3)c3ccccc3C2=O)cc1	38	-1
COc1ccc2[nH]c3c(c2c1)CCNC3=O	-4	-10&-3&-3
Cc1cc(O)c(CN2CCN(CCO)CC2)c2c1C(=O)C(=Cc1ccccc1)O2	14	-12
CCCN1CCC(=O)N([C@H](CSc2ccc(Br)cc2)c2ccccc2)CC1	-6&8	-12&-2
NN1Nc2cc(S(N)(=O)=O)ccc2O1	x	2
O=C1OC2(CCCC2)OC(=O)C1=Cc1ccc(Br)cc1	13	-1
O=C(C(O)C(O)C(=O)N1CCCC1)N1CCCC1 (configuration not stated)	x	-5
CCC(=O)N1CCc2cc(N3CC(C(=O)N4CCN(C)CC4)CC3=O)ccc21 (configuration not stated)	9	-4
COCc1cc(CN2CCCCC2)c(O)c2ncccc12	100*	2
CC(=O)Nc1ccc(Nc2c([N+](=O)[O-])c(=O)n(C)c3ccccc23)cc1	9	0
CC1=CC(=O)C(C(C)C)=C/C1=N\OC(=O)c1ccc(C)cc1	i	-6
CN1C(=O)c2ccc(F)cc2C1=O	-1	-12
CCN(CC)c1ccc(/C=C(\C#N)c2nc3ccccc3s2)cc1	-9	-2
CCC(C)NC(=O)c1ccc(CS(=O)(=O)Cc2ccccc2Cl)o1 (configuration not stated)	-5	-7
Cc1ccccc1C1Nc2ccccc2NC2=C1C(=O)CC(c1ccccc1)C2 (configuration not stated)	20	-1
COc1cc(C(=O)Nc2ccc(NC(C)=O)cc2)cc(OC)c1OC	-4	-8
Cc1cc(OCC(=O)NCCn2nc(-c3cccnc3)ccc2=O)ccc1Cl	-12	-2
COc1ccc(C2=NC(c3ccc(F)cc3)NC(c3ccccc3O)C2)cc1OC (configuration not stated)	45	-3
O=[N+]([O-])c1ccc(CN2CCN(c3ccccc3F)CC2)o1	-2	-14
c1ccc(C2CC(c3ccccc3)n3ncnc3N2)cc1 (configuration not stated)	-1	-2
O=C(NCc1cccnc1)[C@@H]1CC=C[C@@H]2CCN(Cc3ccccc3)C(=O)[C@@H]21	2	-7
O=C(Cc1ccc(Br)cc1)Nc1nc2ccc([N+](=O)[O-])cc2s1	13	2
CC(C)(CO)NC(=O)C(C)(C)Oc1ccc(Cl)cc1	-1	2
CCc1cc(C(=O)Nc2ccc(F)cc2)nc2ccnn12	-14	1
COc1ccc(/C=C2/N=C(c3cc(Cl)ccc3OC)OC2=O)cc1	5	-2
O=c1[nH]n(CCO)c(=O)c2cccnc12	x	-1
Cc1noc(C2(NC(=O)Cc3ccc(F)cc3)CCCCC2)n1	-5	-1
O=C1CCN(CCc2ccccc2)CCN1[C@H](CSc1ccc(Br)cc1)Cc1ccccc1	75*!	-3&-4
CC(C)(C)n1nc2c(c1NC(=O)c1ccc(F)cc1)CSC2	58*	-4
Cn1ccnc1SC/C=C/CSc1nccn1C	-1&-2	0
CCN(C(=O)C1CCc2nc(N3CCN(C(=O)C(C)C)CC3)sc2C1)c1ccccc1 (configuration not stated)	17	0
CCN1CCN(CCNC(=O)c2ccc(N3CCNC(c4ccccc4)C3)nc2)CC1 (configuration not stated)	4	-2
O=C(CSc1nnc(-c2ccccc2F)o1)Nc1ccc(OC(F)(F)F)cc1	2	-1
O=[N+]([O-])c1ccc(N2CCCCCC2)c([N+](=O)[O-])c1	x	4
CC(=O)N(C1=C(N2CCOCC2)C(=O)c2ccccc2C1=O)c1ccc(C(=O)O)cc1	18	-12
NC(=NO)c1cncnc1N	x	6
O=C(c1c[nH]c2ccccc12)N1CCc2c(nc3cc(-c4ccccc4Cl)[nH]n3c2=O)C1	-3	-4
Clc1ccc(-c2csc(=Nc3ccccc3)n2CCCN2CCOCC2)cc1	98*	-6
O=C(CN1CCN(C(=O)c2ccco2)CC1)Nc1cc(Cl)ccc1Cl	-14	-6
CN1c2ccc(Cl)cc2C(=O)NC12CCN(C(=O)NCCc1ccccc1)CC2	5	-2
COc1ccc(Nc2ncc3c(n2)CCN(Cc2ccc(F)cc2F)C3)c(OC)c1	7	4
CCOc1ccc(S(=O)(=O)Nc2ccc(OC)c(Cl)c2)c2cccnc12	26	-5
CSCCC1(C(=O)O)NC(c2ccc(O)cc2O)C2C(=O)N(Cc3ccccc3)C(=O)C21 (configuration not stated)	0	-2
COc1cc(Br)cc(C=O)c1OC	-3	-12
NC(=O)Cn1cc([N+](=O)[O-])nc1Cl	-5	x
O=C(COc1ccc(F)cc1)NCC1(c2cccs2)CC1	-17	-1
Cc1ccc(Cn2c(=O)c3c(nc4[nH]c(C)c(C)n43)n(C)c2=O)cc1	2	-4

Shown with each value named: entries from further up
CCOc1ccc(S(=O)(=O)Nc2ccc(OC)c(Cl)c2)c2cccnc12
  mHTT-CaM PPI inh: 26 | Pf apPOL inh: -5

CSCCC1(C(=O)O)NC(c2ccc(O)cc2O)C2C(=O)N(Cc3ccccc3)C(=O)C21 (configuration not stated)
  mHTT-CaM PPI inh: 0 | Pf apPOL inh: -2

COc1cc(Br)cc(C=O)c1OC
  mHTT-CaM PPI inh: -3 | Pf apPOL inh: -12

NC(=O)Cn1cc([N+](=O)[O-])nc1Cl
  mHTT-CaM PPI inh: -5 | Pf apPOL inh: x

Continued.
SMILES	mHTT-CaM PPI inh	Pf apPOL inh
CC1CCc2c(sc3ncnc(SCC#N)c23)C1 (configuration not stated)	-1	2
CCC(=O)N1CCc2cc(S(=O)(=O)Nc3ccc(OC(F)(F)F)cc3)ccc21	-2	1
Cc1c(Cl)cccc1NC(=O)CCN1C(=O)C2C3C=CC(CC3)C2C1=O (configuration not stated)	-2	-6
O=c1c2cn[nH]c2nc(SCc2ccccn2)n1-c1ccc(Cl)cc1	0	-3
O=C(c1ccoc1)N1CCC(CCOCc2cccc(F)c2)CC1	2	-4
Cc1ccc2c(c1)C(c1ccc(F)cc1)N(C(=O)C1CC1)CC(=O)N2 (configuration not stated)	-4	-4
CCC(=O)N1CCCC1c1nc2cc(-c3cccc(F)c3)ccc2o1 (configuration not stated)	41	-4
CCOC(=O)c1sc(-c2ccccc2)nc1OCc1ccccc1Cl	x	-1
Cc1cc(C)cc(C(=O)N2CCCC(C(=O)NCc3ccc(C)o3)C2)c1 (configuration not stated)	3	4
Cc1cccc2sc(NC(=O)CCS(=O)(=O)c3ccc(Br)s3)nc12	5	-2
COc1cccc(C(=O)Nc2ccc(O)c(-c3nc4ccccc4o3)c2)c1	-1	12
COc1cc(C(=O)NCCC2CCN(C(=O)c3ccc(C)cc3)CC2)cc(OC)c1OC	1	5
CC(=O)C(C)(CCC#N)CCC#N	x	5
CC(=O)Nc1ccc(N2C(=O)CC(NCCc3cccc(Cl)c3)C2=O)cc1 (configuration not stated)	3	-5
Cc1nc(C(=O)Nc2ccc(C)c(F)c2)c(C)o1	-14	-6
CCC(=O)N1c2ccccc2C(C)(c2ccccc2)CC1(C)C (configuration not stated)	-13	5
O=c1cc(-c2ccccc2)nc2scc(-c3ccc([N+](=O)[O-])cc3)n12	x	-8
O=C(CSc1nnc(N2CCN(C(=O)CC3CCCC3)CC2)s1)Nc1ccccc1	-7	-6
CSc1cccc(NC(=O)N2CCC3(CC2)Nc2ccccc2-n2cccc23)c1	84*	-5
CN1CCCn2nc(C3CCN(C(=O)Cc4cccc(C(F)(F)F)c4)CC3)cc2C1=O	23	0
CC(=N)C1=C(O)CC(C)(C)CC1=O	0	0
CC1(C(=O)NCc2ccc(F)cc2)CCCN(C(=O)c2ccc(F)cc2)C1 (configuration not stated)	0	11
CC(C)=NNC(=S)Nc1ccc(C)cc1C	x	-8
O=C(CN1CCC(c2nc(-c3cccs3)no2)CC1)Nc1cc(F)ccc1F	-2	-2
CNC(=O)[C@H]1O[C@@H](n2cnc3c(NCc4ccc(N)cc4)ncnc32)C(O)[C@H]1O (some centres not stated)	x	4
COc1ccc(OC)c(NC(=O)/C=C/c2ccc3c(c2)OCO3)c1	29	2
O=C1/C(=C/c2ccc(F)c(Br)c2)Cc2ccccc21	6	-10
O=C(COc1ccc(Cl)cc1)NCCCN1CCOC(c2ccccc2)C1 (configuration not stated)	2	-12
COc1ccc(CCNC(=O)CCS(=O)(=O)Cc2ccc(Cl)cc2)cc1OC	0	-29
Nc1cc(C2CCN(S(=O)(=O)Cc3ccc(F)cc3)CC2)no1	9	-1
O=S1(=O)c2c(cccc2N2CCC[C@H]2CO)O[C@@H]2CCN1C2	-6	3
COc1cc(S(=O)(=O)Nc2cccnc2)ccc1Cl	0	-2
CC(C)(C)c1ccc(-c2cc3ccccn3c2)cc1	30	-2
COc1ccc(-c2ccc3nc(N4CCC(C(=O)N5CCOCC5)CC4)sc3n2)cc1	3	2
CCOc1ccc2c(c1)OC(=Cc1cccc(O)c1)C2=O	29	-11
O=C(NCc1ccc2c(c1)OCO2)C(=O)NCC1OCCN1S(=O)(=O)c1ccccc1 (configuration not stated)	-14	-4
CC(C)c1cc(C2CCCN2Cc2ccc(F)c(F)c2)on1 (configuration not stated)	-17	-3
CN(C)c1ccc(S(=O)(=O)c2ccc(Cl)cc2)cc1	-12	-9
OC(COc1ccc(Cl)cc1)CN1CCc2ccccc2C1 (configuration not stated)	-6	-6
O=C(c1ccccc1)C1CCN(C(=O)C(F)(F)F)CC1	x	4&-12
COCCN=C1Nc2ccccc2CNC12CCN(S(=O)(=O)c1cccs1)C2 (configuration not stated)	15	-5
Cc1ccccc1N1CCC(C(=O)N(C)Cc2ccccc2)C1=O (configuration not stated)	-3	0
CC(=O)c1ccc(N2CCN(Cc3ccc([N+](=O)[O-])cc3)CC2)cc1	11	-1
O=C(COc1ccccc1/C=C1/NC(=O)N(Cc2ccccc2F)C1=O)Nc1ccc(F)cc1	-6	-2
COc1ccc(C2CC(C(F)(F)F)n3nc(C(=O)Nc4ccc(C(C)O)cc4)cc3N2)cc1 (configuration not stated)	11	-14
CCCCOC(=O)C(=O)Nc1ccc(Cl)cc1	-2	-6
CC(C=C(C#N)c1ccc([N+](=O)[O-])cc1)Cc1ccc(C(C)(C)C)cc1 (configuration not stated)	x	-5
COc1cc(OC)cc(C(=O)N2CCC3(CC2)NC(=O)N(Cc2ccccc2)C3=O)c1	0	-6
O=C(NC1CCCCC1)c1c2c(nc3ccccc13)CCC2	4	-1
O=C(Cn1cc2c(n1)CCCC2)Nc1c(F)c(F)c(F)c(F)c1F	-5	1
COc1cccc(C2C3=C(Nc4c2c(=O)[nH]c(=O)n4C)c2ccccc2C3=O)c1 (configuration not stated)	36	-10
COc1ccc(-c2csc(/C(C#N)=C/c3ccc(F)cc3)n2)cc1OC	-13	0
